High-throughput results deposited in PubChem BioAssay by several laboratories.
Autophagy HCS: alters autophagy in cells. MEF GFP-LC3 puncta imaging; test concentration mostly 10 µM. calls only at 10 µM (by protocol). 190,000 tested, 0.98% active. AID 463193;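 active = percentage of spot-positive cells more than 3 SD above its plate mean, without a fluorescence outlier flag or 80% toxicity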;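 note: spot-positive cell cutoff set from DMSO-treated cells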
WT yeast gro inh: growth inhibition of WT yeast, mitochondrial fusion screen; mitochondrial fusion phenotypic screen, WT strain; inhibition, % at 10 µM; 190,000 tested, 2.1% active; in the data active = inhibition above about 58%; tested in S. cerevisiae
Dynein cargo inh: blocks dynein driven cargo transport along microtubules. 3617.4 mouse cells, GR-EGFP nuclear translocation imaging; test concentration mostly 20 µM; stimulated with dexamethasone, 1 µM; stronger effect = lower value. z-score, hits read low. 220,000 tested, 0.47% active. AID 1381;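 active = plate z-score of nuclear minus cytoplasmic receptor signal below a set negative limit, without overly bright fluorescence or cell loss, cut at about -3.5 in these data, passing the limit was not always enough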;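 note: z-score of nuclear minus cytoplasmic ring GR-EGFP intensity difference per well; some compounds called inactive have numbers as strong as hits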
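Also added – dexamethasone, 1.0 µM final · Buffer or medium – tet-free, stripped-serum medium · Schedule – induction 48 h, compound 1 h, agonist 30 min · Detection – formaldehyde fixation, Hoechst nuclear stain, 10x automated fluorescence imaging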
Yfh1-depleted yeast: enhancers of respiration in Yfh1-depleted yeast, dose response, Friedreich's ataxia, plus single-dose screen (AID 1465). S. cerevisiae Yfh1-off respiration, WST-1 reduction, 72 h; higher fold induction means a stronger effect. one-dose fold induction at 50 µM; EC50 in µM for titrated hits. 220,000 tested, 0.074% active;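 active = fold induction of absorbance versus untreated yeast above a set limit, then at least 30% activation at any dose in follow-up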;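 note: activators that raise dye reduction in frataxin-depleted yeast; strong numbers were not always called active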
PMI inhibitors: MPI enzyme activity inhibition – biochemical, fluorescence intensity, coupled assay, primary screen (AID 1209); purified PMI enzyme, coupled fluorescence intensity; higher % means a stronger effect; inhibition, % at 20 µM; hits with a dose series show IC50 in µM; 190,000 tested, 0.42% active;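 note: plate controls were DMSO vehicle for no effect and wells lacking substrate for full effect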
MT stabilize HCS: microtubule stabilizers in HeLa cells. HeLa tubulin immunostaining HCS, 24 h; share of cells brighter than vehicle mean+2SD. % tubulin-high responders, % at 10 µM. 200,000 tested, 0.83% active;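 active = plate Z-score above 3 for both tubulin-high and condensed-nucleus cell shares, with cell loss under 80%, at 10 µM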;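 note: anti alpha tubulin signal scored within the nucleus-defined area of each cell; some results filed as inactive read as strong as hits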
bCat nuc transl: modulators of beta-catenin nuclear translocation | AID 1665 | 190,000 tested, 0.3% active | nuclear translocation activity, % at 5 µM | HeLa beta-catenin nuclear translocation, immunofluorescence imaging;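 active = nuclear translocation activity above 50% at 5 µM, with a well cell count of 50 or more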;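 note: per-cell ratio of nuclear to cytoplasmic median beta-catenin stain intensity; plate controls were DMSO negative control for no effect and GSK-3 inhibitor IX positive control for full effect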
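System: Human HeLa cells, endogenous beta-catenin | Compound dosing: 5 µM primary, 0.02–20 µM confirmation | Timing: 24 h compound exposure at 37°C, 5% CO2 | Measured by: Fluorescence imaging of beta-catenin antibody stain plus DAPI | Read-out basis: % activation of per-cell nuclear versus cytoplasmic median beta-catenin signal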
Insulin prom up: MIN6 insulin promoter up-regulation; 190,000 tested, 0.3% active; MIN6 insulin promoter-GFP reporter, high-content imaging; stronger effect = higher value; z-score at 5 µM;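 active = z-score above 3 at 5 µM with at least 500 cells counted in the well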
PMI inhibition: MPI inhibition at elevated mannose 6-phosphate – biochemical, fluorescence intensity, high mannose 6-phosphate, primary screen (AID 1220) | inhibition, % at 20 µM; hits with a dose series show IC50 in µM | 190,000 tested, 0.66% active | recombinant PMI enzyme, coupled fluorescence intensity; higher % means a stronger effect
WT yeast gro inh mutant strain: second read-out of WT yeast gro inh, no call of its own (marks repeat the call); inhibition, %; mitochondrial fusion phenotypic screen, mutant strain inhibition
Dynein cargo inh cytoplasmic EGFP: second read-out of Dynein cargo inh, no call of its own (marks repeat the call); z-score; measured here: cytoplasmic GR-EGFP intensity; stronger effect = higher value
Dynein cargo inh nuclear GR-EGFP: second read-out of Dynein cargo inh, no call of its own (marks repeat the call); z-score; measured here: nuclear GR-EGFP intensity;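 lower value marks the stronger effect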
Dynein cargo inh cell count: further read-out of Dynein cargo inh, marked with its call; z-score; measured here: cell count per field
Insulin prom up cell count: further read-out of Insulin prom up, marked with its call; cell count; measured here: cytotoxicity, nuclei count;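 total cells summed across four imaged fields per well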
bCat nuc transl cell count 5 µM: further read-out of bCat nuc transl, marked with its call; cell count; measured here: cell count, cytotoxicity flag
MT stabilize HCS Hoechst-high %: also measured in MT stabilize HCS; calls as there; % Hoechst-high responders; measured here: nuclear condensation Hoechst responders;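 share of cells brighter than vehicle mean plus two SD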
MT stabilize HCS cytotoxicity %: recorded beside MT stabilize HCS, whose call it bears; toxicity, %; measured here: cytotoxicity by cell density;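 0% = mean cell density of plate MIN control wells and 100% = no cells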
Autophagy HCS cell loss 18 h: further read-out of Autophagy HCS, marked with its call; toxicity, %; measured here: cell loss, nuclei count;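 cell loss after 18 h compound exposure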
* hit, by the source's call; i = inactive; · = not tested or not shown. Cut-off read from the data, not from the text of the source, unless noted: active = inhibition above about 50%; inactive = the rest.

SMILES	Autophagy HCS	Autophagy HCS cell loss 18 h	WT yeast gro inh	WT yeast gro inh mutant strain	Dynein cargo inh	Dynein cargo inh cytoplasmic EGFP	Dynein cargo inh nuclear GR-EGFP	Dynein cargo inh cell count	Yfh1-depleted yeast	PMI inhibitors	MT stabilize HCS	MT stabilize HCS Hoechst-high %	MT stabilize HCS cytotoxicity %	bCat nuc transl	bCat nuc transl cell count 5 µM	Insulin prom up	Insulin prom up cell count	PMI inhibition
Cn1cccc1Cc1nnc(SCC(=O)Nc2ccc(F)cc2)n1CCc1ccccc1	i	-9	-8	8	-0.074	-0.13	0.23	0.21	i	16%	2.8	2.7	13	-2.6	1133	-0.36	1502	13%
Cc1ccc(S(=O)(=O)c2c(C)nn(-c3ccccc3)c2OC(=O)c2ccco2)cc1	i	9	-3	5	-0.31	-0.22	-0.4	0.095	i	6%	3.6	1.9	4.2	1.6	862	0.77	1222	2%
CCCS(=O)(=O)N1CCC(CCOc2ccccc2)(C(=O)OCC)CC1	i	-7	5	-8	-0.46	-0.29	-0.73	0.97	i	-2%	3.4	2.2	6.2	-2.6	1059	-0.53	1564	-6%
Cc1cnc(NC(=O)c2ccco2)s1	i	27	22	2	0.13	-0.25	-0.36	0.27	i	8%	6.5	2.7	15	2.1	689	0.15	1049	7%
CCc1cccc(NC(=O)C2CCCN2S(=O)(=O)c2ccc3c(c2)n(C)c(=O)c(=O)n3C)c1 (stereo unspecified)	·	·	·	·	-0.6	-0.22	-0.19	0.97	i	·	·	·	·	-0.1	1323	-0.52	1161	·
CCOP(=O)(c1ccccc1)C1(C#N)CCCC1 (stereo unspecified)	i	-33	29	10	0.81	-0.1	0.48	-0.85	i	-10%	3.6	2.1	13	-8.0	1079	-0.13	828	-8%
COc1ccc(NC(=O)/C=C2\SC(=O)NC2=O)cc1	i	3	3	11	-0.67	-0.21	-0.21	0.32	i	-23%	4.9	1.8	5.2	0.1	1148	-0.16	1195	-19%
COC(=O)c1ccc(/C=N\N2CCN(Cc3ccc(C)cc3)CC2)cc1	i	11	9	-5	0.23	-0.21	0.58	1	i	3%	4.7	2.3	3.0	1.5	1404	-0.55	1424	1%
CC(C)(C)NC(=O)CSc1nnc(NC(=O)c2ccccc2Cl)s1	i	11	-8	-28	0.53	-0.16	0.022	0.29	i	-10%	4.8	1.8	2.9	-1.1	1088	1.4	1216	-2%
CCn1c(SCC(=O)Nc2nccs2)nnc1-c1ccc(S(=O)(=O)N2CCCCCC2)cc1	i	3	-13	6	0.15	-0.29	0.15	0.55	i	8%	1.3	1.7	1.2	-2.5	1173	-0.89	930	4%
COc1ccccc1-n1c(C)nnc1SCC(=O)NCc1ccccc1	i	-2	-12	10	-2.8	0.041	-1.5	0.65	i	3%	4.0	1.6	3.2	1.3	973	0.51	1264	3%
CCCC(C(=O)NC1CCCC1)N(CCCN1CCOCC1)C(=O)c1snc(C(N)=O)c1N (stereo unspecified)	i	41	25	-1	1.6	-0.28	1.7	-1.8	i	7%	3.1	1.9	18	0.6	1144	-0.23	1295	11%
O=C(Cc1ccccc1)Nc1nc(=O)c2ccccc2s1	i	-1	-6	-20	2.3	-0.14	0.69	-1.3	i	-5%	4.6	1.5	5.2	-1.3	1422	-0.43	1262	-9%
Cc1ccc(C)c(NC(=O)CN(C)C(=O)c2cccc(S(=O)(=O)N(C)C)c2)c1	i	-9	-9	1	-0.055	-0.36	-0.51	0.71	i	9%	1.1	0.9	2.6	-3.5	968	-0.76	1577	14%
Cc1ccc2[nH]c(=O)c(COC(=O)c3ccccn3)cc2c1	i	-11	18	8	0.15	-0.19	0.25	0.038	i	12%	6.5	2.4	1.9	-0.6	697	1.2	1144	6%
Cc1ccc(S(=O)(=O)N2CCN(Cc3nc4ccccc4[nH]3)CC2)cc1C	i	5	6	27	-0.077	-0.27	-0.077	0.21	i	-2%	2.7	2.8	5.3	·	·	·	·	-3%
COc1ccc(NC(=O)c2ccco2)cc1S(=O)(=O)N1CCOCC1	i	-17	-11	-11	-0.67	-0.098	-0.54	1.1	i	-10%	2.7	2.0	6.7	-1.8	1060	-0.24	1264	-7%
COC(=O)c1ccccc1NC(=O)c1cn(-c2ccc(C)c(C)c2)c(=O)c2ccccc12	i	3	-1	11	-0.41	-0.31	-0.47	0.97	i	3%	2.7	3.7	4.4	-5.6	557	-1.2	1417	14%
Cc1cccc(NC(=O)NCc2ccc3c(c2)OCO3)c1C	i	-8	-5	5	0.44	-0.19	0.51	-0.91	i	-11%	2.3	3.6	9.9	-2.0	1014	-0.16	1258	-7%
Cc1ccc(NS(=O)(=O)c2cc(C(=O)Nc3cccc(N(C)S(C)(=O)=O)c3)ccc2C)c(C)c1	i	11	3	7	0.15	-0.22	0.21	0.062	i	6%	5.4	2.2	11	·	·	0	1331	4%
O=C(CCn1nnc2ccccc2c1=O)N[C@@H](Cc1ccccc1)C(=O)O	i	-14	9	17	2	-0.12	0.33	-2.2	i	-5%	6.8	3.4	6.3	-0.6	1174	-1.2	1047	-4%
Cc1ccc2nc(C)cc(Cl)c2c1	i	-4	-7	4	-1.2	1.2	-0.5	0.35	i	2%	2.5	1.8	10	-5.1	1043	1.4	1344	3%
CCOc1cc(N2CCOCC2)c(OCC)cc1NC1=NCCCCC1	i	5	2	5	-0.45	-0.21	-0.075	0.47	i	19%	3.0	3.3	11	-1.7	1026	-0.14	1325	50%*
CC(C)C(OC(=O)c1ccco1)C(=O)NCc1cccs1 (stereo unspecified)	i	0	-11	1	1.6	-0.29	1.1	-0.27	i	-7%	3.7	1.8	5.5	-1.8	1199	0.42	1153	-7%
Fc1ccc2nc(Nc3ccccc3)sc2c1	i	13	12	-18	-0.67	-0.25	-0.57	0.74	i	5%	2.1	1.3	1.4	2.6	944	0.81	1621	2%
(cont.)
SMILES	Autophagy HCS	Autophagy HCS cell loss 18 h	WT yeast gro inh	WT yeast gro inh mutant strain	Dynein cargo inh	Dynein cargo inh cytoplasmic EGFP	Dynein cargo inh nuclear GR-EGFP	Dynein cargo inh cell count	Yfh1-depleted yeast	PMI inhibitors	MT stabilize HCS	MT stabilize HCS Hoechst-high %	MT stabilize HCS cytotoxicity %	bCat nuc transl	bCat nuc transl cell count 5 µM	Insulin prom up	Insulin prom up cell count	PMI inhibition
O=C(c1ccco1)N1CCN(Cc2nnnn2CC2CCCO2)CC1 (stereo unspecified)	i	-9	-12	-12	-0.21	-0.36	0.1	0.6	i	-8%	1.9	1.7	11	-0.5	925	0.16	1554	-8%
CCOC(=O)Cc1c(C)nc(-c2ccccc2)[nH]c1=O	i	7	-5	-20	0.41	-0.12	0.61	-1.4	i	-13%	5.0	3.0	8.2	-0.7	649	-0.79	1234	-11%
Cc1cccn2c(=O)c(/C=C(\C#N)C(=O)NCc3ccccc3)c(N3CCC(C(N)=O)CC3)nc12	·	·	·	·	4	-0.00022	1.7	-3	i	·	·	·	·	0.3	1306	-0.19	959	·
COc1ccc(C2CC(c3ccccc3)=NN2C(=O)COC(=O)c2cc(S(=O)(=O)N3CCOCC3)ccc2F)cc1 (stereo unspecified)	i	-10	-4	-7	0.26	-0.26	0.28	-0.46	i	-8%	1.6	3.8	10	-1.6	998	-0.02	1277	10%
CS(=O)(=O)c1ccc2nc(NC3(C(F)(F)F)N=C4SCCN4C3=O)sc2c1 (stereo unspecified)	i	-7	-7	7	2.4	-0.21	1.8	-1.6	i	15%	1.8	1.6	8.6	·	·	0.43	917	12%
Cc1cc(C)cc(NCc2cc3c(cc2[N+](=O)[O-])OCO3)c1	i	-18	-12	-11	-0.42	-0.19	-0.43	0.31	i	11%	4.0	2.0	5.5	-1.2	1282	-0.89	1588	42%
Cc1ccc(C2CC(c3ccccc3)=NN2C(=O)CSc2nnc(-c3ccncc3)n2C)o1 (stereo unspecified)	i	18	10	25	0.84	-0.27	0.46	0.47	i	5%	2.2	2.0	4.7	-5.3	590	0.96	1322	4%
Cc1ccc(Nc2nc(C)c(CCC(C)C)c(=O)[nH]2)cc1	i	-41	-21	-9	-0.42	-0.28	0.11	0.55	i	3%	4.6	1.6	3.9	-0.5	966	0.2	1363	6%
CC1(C)CC(=O)C2=C(C1)N(Cc1cccnc1)C(=O)C2(NC(=O)c1cccnc1)C(F)(F)F (stereo unspecified)	i	-2	14	-10	-1.1	-0.19	-0.52	0.49	i	-12%	1.9	2.5	7.8	0.5	1338	-0.15	1637	-6%
Cc1cc(Cl)ccc1Oc1cccc(C(=O)/C(C#N)=C/N(C)C)c1	i	-3	-9	-9	0.56	0.076	0.37	-0.96	i	4%	1.4	1.4	9.6	-9.9	1334	·	·	3%
CC(NC(=O)NCC1CCCO1)(C(F)(F)F)C(F)(F)F (stereo unspecified)	i	-3	-1	9	0.21	-0.26	0.2	0.11	i	9%	2.4	2.5	6.3	0.3	1053	-0.2	1922	15%
O=C1c2oc3ccc(F)cc3c(=O)c2C(c2ccncc2)N1CCN1CCOCC1 (stereo unspecified)	·	·	12	-3	·	·	·	·	·	-4%	·	·	·	-0.6	1076	-0.09	1713	-8%

Three of the entries above in order of their number in Dynein cargo inh, falling:
Molecule | Dynein cargo inh
Cc1cccn2c(=O)c(/C=C(\C#N)C(=O)NCc3ccccc3)c(N3CCC(C(N)=O)CC3)nc12 | 4
CCOC(=O)Cc1c(C)nc(-c2ccccc2)[nH]c1=O | 0.41
COc1ccc(C2CC(c3ccccc3)=NN2C(=O)COC(=O)c2cc(S(=O)(=O)N3CCOCC3)ccc2F)cc1 (stereo unspecified) | 0.26

Random draw from the library; any-hit rate near 5%.
